D2 agonist: D2 dopamine receptor (human) agonism; P14416; HEK293 T-REx D2 cells, calcium flux agonist mode; activation, % at 2 µM; 0.53% of 340,000 active;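 active = activation over 3 SD above normal in the single-dose calcium agonist read, cut at about 30% in these data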; note: 0% is about no effect
Target sequence (P14416 whole entry, looked up): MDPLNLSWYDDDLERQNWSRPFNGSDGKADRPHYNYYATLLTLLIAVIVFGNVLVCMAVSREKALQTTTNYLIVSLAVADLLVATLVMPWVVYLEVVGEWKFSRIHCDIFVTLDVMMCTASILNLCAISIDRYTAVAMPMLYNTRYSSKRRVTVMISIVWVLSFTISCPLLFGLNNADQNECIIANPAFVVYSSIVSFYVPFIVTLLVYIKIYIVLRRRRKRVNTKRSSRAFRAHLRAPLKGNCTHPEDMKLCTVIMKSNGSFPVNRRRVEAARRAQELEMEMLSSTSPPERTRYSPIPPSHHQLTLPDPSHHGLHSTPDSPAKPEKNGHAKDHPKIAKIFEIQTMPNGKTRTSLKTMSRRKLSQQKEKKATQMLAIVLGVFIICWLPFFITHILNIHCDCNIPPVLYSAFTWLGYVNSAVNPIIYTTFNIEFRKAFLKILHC
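In this primary screen, compounds producing a positive calcium signal within 180 s of addition to tetracycline-induced, force-coupled HEK293 Trex D2 cells are flagged; cells are dye-loaded with a no-wash calcium kit beforehand.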
TrxR1 substrate: substrates of rat thioredoxin reductase 1; O89049; purified TrxR1 substrate turnover, NADPH consumption readout; Potency, µM (highest dose often 114 µM), for inactives: top-dose activity change, negative = substrate turnover; 0.01% of 390,000 active; note: potency is the fitted concentration of half-maximal effect; % is set by controls: 0 for no effect and ±100 for the full control effect; nearly all actives have a fitted effect of over 50% in size
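Rat TrxR1, dispensed at 90 nM, was prereduced with 400 uM NADPH (final) for 5 min at ~22 deg C, then incubated with compound 15 min before 400 uM selenite. A first-read NADPH fluorescence drop versus no-compound background flagged substrates.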
TRHR ag: agonists of human TRH receptor; P34981; TRHR cells, calcium flux fluo-8, FDSS agonist mode; activation, % at 2 µM; 0.18% of 360,000 active; in the data active = activation above about 30%; note: 0% is about no effect
Target sequence (P34981 whole entry, looked up): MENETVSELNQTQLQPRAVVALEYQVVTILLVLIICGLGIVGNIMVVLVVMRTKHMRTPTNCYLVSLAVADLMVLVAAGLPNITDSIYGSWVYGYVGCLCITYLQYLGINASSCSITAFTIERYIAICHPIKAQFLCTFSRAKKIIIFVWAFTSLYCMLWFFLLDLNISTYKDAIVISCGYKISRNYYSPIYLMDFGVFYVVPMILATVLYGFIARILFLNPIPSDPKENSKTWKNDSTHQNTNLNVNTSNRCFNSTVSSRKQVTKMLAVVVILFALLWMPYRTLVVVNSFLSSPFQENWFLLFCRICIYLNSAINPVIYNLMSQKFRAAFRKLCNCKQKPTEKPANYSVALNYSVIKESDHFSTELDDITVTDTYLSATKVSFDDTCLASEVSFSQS
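TRHR-expressing cells, plated overnight in medium with 10% serum, were loaded with fluo-8 calcium dye at room temperature. After a 10 s baseline, library compound was pin-added and calcium release was recorded kinetically (ex 480/em 530) as agonist response.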
TrxR1 inh: rat TrxR1 inhibition | recombinant rTrxR1, NADPH fluorescence consumption, selenite substrate | 1% of 390,000 active | Potency, µM (doses to about 114 µM), inactives show at the highest dose activity change, negative = inhibition, most hits filed as inhibitors; note: potency is the fitted concentration of half-maximal effect; % is set by controls: 0 for no effect and ±100 for the full control effect; nearly all actives have a fitted effect of over 65% in size
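Rat TrxR1 (90 nM in the dispensed reagent) was pre-reduced with 400 uM NADPH for 5 min at room temperature, then incubated with compound for 15 min. After 400 uM selenite was added, NADPH fluorescence (Ex 340/Em 450 nm) was followed for 8 min.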
USP1 inh: blocks the human USP1/UAF1 deubiquitinase complex. O94782. recombinant USP1/UAF1, Ub-Rhodamine cleavage fluorescence. Potency, µM (series often up to 57.1 µM), for inactives: at the highest dose activity change, negative = inhibition, hits mostly inhibitors. 0.23% of 390,000 active. AID 743255; note: potency is the fitted concentration of half-maximal effect; % is set by controls: 0 for no effect and ±100 for the full control effect; nearly all actives have a fitted effect of over 60% in size; inactives centre near -12
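USP1/UAF1 complex at 1 nM was preincubated with compound for 15 min at room temperature, then Ub-Rho substrate (150nM final) was added. Fluorescence (480/540 nm) was read kinetically, 6 reads every 60 seconds.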
mIDH1 inhibitor: human IDH1 R132H inhibition; 0.093% of 390,000 active; AID 602179; Potency, µM (series often up to 76.6 µM), without a hit: at the top dose activity change, negative = inhibition, actives largely listed as inhibitors; IDH1-R132H enzyme, NADPH consumption, diaphorase/resazurin fluorescence; O75874; note: potency is the fitted concentration of half-maximal effect; % is set by controls: 0 for no effect and ±100 for the full control effect; nearly all actives have a fitted effect of over 65% in size
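IDH1-R132H (0.5 ug/mL) preincubated 30 min with compound, then NADPH (0.016 mM) and alpha-KG (2 mM) added; 80 min at RT, pH 7.5. Remaining NADPH coupled via diaphorase/resazurin to fluorescence (540/590 nm); concentration-response curves normalized to no-enzyme control.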
Pin1 inhibitor: inhibitors of human Pin1; 0.009% of 390,000 active; AID 504891; Pin1 FP peptide displacement, HiFluor488, 10 min; Potency, µM (doses to about 115 µM), for the others: at the highest dose activity, negative = inhibition, hits mostly inhibitors; Q13526; active = well fitted inhibition curve with a large enough effect in the polarisation, with a control signal flat, not every such curve was filed as active; inconclusive = small, poorly fitted or top-dose-only effect, or effect the other way, or a change in a side signal; inactive = no such curve, though single readings can be large or run the other way; the % refers to the polarisation; note: potency is the fitted concentration of half-maximal effect; % is set by controls: 0 for no effect and ±100 for the full control effect
Target sequence (Q13526 whole entry, looked up): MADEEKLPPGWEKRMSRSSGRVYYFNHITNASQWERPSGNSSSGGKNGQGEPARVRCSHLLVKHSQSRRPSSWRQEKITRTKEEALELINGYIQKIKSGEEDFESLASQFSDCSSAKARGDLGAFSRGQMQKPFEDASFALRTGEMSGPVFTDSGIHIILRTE
TRHR enhancer: allosterically enhances the human TRH receptor. P34981. TRHR cells, fluo-8 calcium fluorescence, EC20 TRH enhancement. enhancement, % at 2 µM. 0.66% of 360,000 active; in the data active = enhancement above about 30%; note: 0% is about no effect
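TRHR-expressing cells loaded with fluo-8 calcium dye were read kinetically (ex 480/em 530) during compound addition, then stimulated with an EC20 of TRH (10 nM final). Enhancement of the Gq-mediated intracellular calcium response was scored.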
D2 antagonist: D2 dopamine receptor (human) antagonism; P14416; HEK293 TREx D2 cells, calcium flux, dopamine EC80; inhibition, % at 10 µM; 2% of 340,000 active; AID 485344; in the data active = inhibition above about 30%; note: 0% is about no effect
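Inhibition of EC80 dopamine-driven calcium flux, recorded kinetically, defines activity here; cells are a tetracycline-induced HEK293 T-REx line expressing force-coupled D2.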
Active calls of the source: *; ? = inconclusive; nt = not tested or not shown; & = joins results of further samples; [ ] = another dose, or the depositor's remark. Unless noted, calls come from the whole dose curve; as a rule, active = well fitted inhibition curve with a large enough effect; inconclusive = small, poorly fitted or top-dose-only effect; inactive = no such curve, though single readings can be large or run the other way. A portion of the library, so the mix of outcomes need not match the whole.

Values run as follows: mIDH1 inhibitor	TRHR enhancer	TrxR1 substrate	D2 antagonist	TRHR ag	TrxR1 inh	Pin1 inhibitor	D2 agonist	USP1 inh
- S=C(NC12CC3CC(CC(C3)C1)C2)N1CCOCC1
 : 6%	-8	2%	4	-0.3	15%	5%	0.0	-16%
- O=C(CNC(=O)c1ccc(Br)o1)NNC(=O)c1ccccc1O
 : 3%	-2	22%	4	0.5	13%	-12%	0.4	?
- O=C(CCN1C(=O)C2CCCCC2C1=O)Nc1nc2c(F)cc(F)cc2s1 (stereo unspecified)
 : 1%	-6	1%	15	0.2	3%	11%	0.4	-5%
- CS(=O)(=O)N(CC(=O)N1CCCC1)c1ccc(Cl)c(Cl)c1
 : 3%	-4	8%	15	-0.5	22%	?	0.4	-6%
- Cc1cc(=O)oc2cc(NC(=O)C(C)Oc3cccc(Cl)c3)ccc12 (stereo unspecified)
 : 7%	-3	3%	-5	0.1	-9%	2%	0.0	-4%
- CSCC[C@H](NC(=O)Cc1c(C)c2c(cc(C)c3c(C)coc32)oc1=O)C(=O)O
 : 6%	19	93%[activator]	7	-0.4	-8%	0%	0.9	-15%
- COc1cccc(C(=O)O/N=C(\N)c2ccncc2)c1OC
 : -1%	5	-10%	2	0.6	1%	1%	0.4	-7%
- CC1=NN(c2ccc(C(=O)O)cc2)C(=O)/C1=C\c1ccc(OC(=O)c2cccs2)cc1
 : -11%	-1	7%[57.1 µM]	11	0.1	?	?	-1.3	-25%
- C=CCN(CC=C)S(=O)(=O)c1ccc(C(=O)Nc2sc3c(c2C(N)=O)CCCCC3)cc1
 : 1%	4	-1%	10	0.1	-11%	0%	0.8	0%
- COc1ccc(N(CC(=O)NCc2ccc(C)cc2)S(=O)(=O)c2ccccc2[N+](=O)[O-])c(OC)c1
 : -3%	7	-3%	-3	1.8	8%	-2%	0.3	-24%
- CCOC(=O)C1CCN(Cc2coc3ccc(Cl)cc3c2=O)CC1
 : 8%	-4	6%	6	-0.2	1%	-5%	-0.3	-9%
- O=C(C(=NNc1ccccc1)c1ccccc1)c1ccccc1
 : 2%	nt	-3%[2.29 µM]	nt	nt	0%[2.29 µM]	2%	nt	?
- Cc1cc2c(n1-c1ccc(Br)cc1)CC(C)(C)CC2=O
 : 1%	4	-5%	-6	-1.3	-1%	-3%	-0.7	-14%
- Cc1cc(C(=O)Nc2sc3c(c2C#N)CCCC3)no1
 : 0%	-1	4%[57.1 µM]	-5	-0.2	-13%	2%	0.2	-12%
- COc1ccc(Cl)cc1NC(=O)CN(C)C(=O)Cn1cnc2c1c(=O)n(C)c(=O)n2C
 : 9%	7	-4%	1	0.5	-9%	5%	0.7	0%
- Cc1cccc(C)c1NC(=O)Nc1ccc2c(c1)OCO2
 : -9%	2	4%[57.1 µM]	-9	-0.2	7%[57.1 µM]	-5%	0.4	-7%
- COc1ccccc1Oc1ccc(NC(=O)c2ccccc2)cc1
 : 0%	-4	-9%	nt	0.1	0%	1%	nt	-13%
- COc1cc(CNCc2ccco2)cc(OC)c1O
 : -2%	0	7%	-11	1.0	?	1%	1.6	-14%
- Cc1ccc2nc3c(cc(C(=O)NC4CCCC4)c(=N)n3C3CCCCC3)c(=O)n2c1
 : 2%	0	139%[activator][57.1 µM]	-8	0.0	38%[activator][57.1 µM]	0%	0.1	-16%
- O=C(N/N=C/c1cccc(Cl)c1Cl)Nc1ccccc1
 : -8%	-13	-4%	4	0.5	9%	-5%	1.5	-17%
- O=C(Nc1nnc(C2CC2)s1)c1cc(Cl)sc1Cl
 : 18%	0	-3%	2	0.0	3%	0%	-0.6	-17%
- CCc1nc2cc(Cl)c(Cl)cc2[nH]1
 : 0%	17	2%	-21	-0.4	14%	-1%	0.0	2%
- COc1ccc(OC)c(-c2csc(NC(=O)COC(=O)C3(C)CC3(Cl)Cl)n2)c1 (stereo unspecified)
 : -8%	3	-12%	-14	0.3	-9%	18%	0.4	-26%
- O=C(C1CCCN(c2ncnc3c2nc2n3CCCCC2)C1)N1CCN(c2ccc(F)cc2)CC1 (stereo unspecified)
 : 0%	15	5%	-8	0.1	14%	-3%	0.4	-19%
- CCOC(=O)c1c(C)n(-c2ccc(C)cc2)c2ccc(OCC(O)CN3CCN(C)CC3)cc12 (stereo unspecified)
 : 6%	5	-1%[11.4 µM]	8	0.0	8%[11.4 µM]	5%	-0.2	-16%
- CCOC(=O)C1(Cc2ccccc2)CCN(Cc2cn(CC(=O)OC)c3ccccc23)CC1
 : 6%	-1	-4%[57.1 µM]	-4	-0.2	25%[57.1 µM]	-10%	-0.8	-1%
- Cc1scc(C(=O)N/N=C/c2ccsc2)c1C
 : 6%	-10	2%	17	0.0	6%	-13%	0.3	-15%
- Cc1ccnc(NC(=O)c2ccc(Cl)c(S(=O)(=O)N3CCCC3)c2)c1
 : -9%	9	1%	nt	0.4	0%	5%	nt	-15%
- O=C(Nc1cc(Cl)cc(Cl)c1)C1CCC(=O)N1Cc1ccccc1Cl (stereo unspecified)
 : 2%	40*	-12%	-1	-1.5	-7%	-4%	-1.3	-17%
- N#C/C(=C\c1ccc(OCc2ccc(Cl)cc2)cc1)C(=O)Nc1cccc(C(=O)O)c1
 : 5%	5	-3%	nt	0.0	2%	?	nt	2%
- COC(C[C@H](O)CC(=O)[C@H](C)OCc1ccccc1)OC
 : -19%	-7	10%[57.1 µM]	18	0.1	12%[57.1 µM]	-1%	-0.5	-8%
- COc1ccc(S(=O)(=O)N2CCOCC2)cc1NC(=O)CSc1nnc(N)s1
 : 2%	-1	-2%	-3	0.3	-8%	-3%	1.0	-17%
- CCOC(=O)N1CCN(C(=S)Nc2cc(OC)c(OC)cc2C(=O)OC)CC1
 : 3%	4	5%	13	-0.6	7%	4%	-0.1	0%
- CCC(NS(=O)(=O)c1ccc(C)cc1)C(=O)Nc1ccc(NC(C)=O)cc1 (stereo unspecified)
 : -1%	3	-12%	-35	0.2	-7%	-7%	-0.1	-6%
- C=CCOc1nc2c(c(=O)n(Cc3ccc(Cl)cc3)c(=O)n2C)n1C
 : 9%	1	-10%	6	-0.6	-6%	8%	1.8	-11%
- Nc1nnn(CC(=O)N/N=C/c2cccc3ccccc23)n1
 : 2%	-3	-8%	5	1.5	-13%	2%	2.3	2%
- Cc1cc2oc(=O)cc(-c3ccccc3)c2c(C)c1-c1ccc(C(F)(F)F)cc1
 : 4%	nt	-1%	nt	nt	21%	1%	nt	-12%
- C=CCOc1ccc(NC(=O)C(=O)NCCCn2ccnc2)cc1
 : 2%	9	-4%	5	0.3	1%	4%	-0.6	-9%
- Cc1ccc2cc(/C=N/Nc3ccc(C(=O)O)cc3)c(Cl)nc2c1
 : -8%	1	-15%	10	2.9	-9%	35%[activator]	0.0	-24%
- Cc1ccccc1CS(=O)(=O)Cc1ccc(C(=O)NCCCN2CCOCC2)o1
 : 3%	10	-18%[57.1 µM]	13	-0.1	0%[57.1 µM]	-5%	-2.6	-4%
- CCOc1ccccc1NC(=O)Cn1nnc(C(=O)NCc2cccs2)c1N
 : 14%&-13%	-1&2	-1%&4%	15	-1.2&-0.7	19%&21%	11%&23%	-0.6&-0.1	-10%&-11%
- O=C(Nc1cccc(Cl)c1)c1cc2c(=O)[nH]c3ccccc3c2s1
 : nt	-6	36%[activator]	nt	2.1	8%	7%	-0.9	-5%
- O=c1cnc2ccccc2n1CC1CCCCC1
 : 0%	-9	9%	-2	-1.9	9%	4%	0.5	4%
- Cc1cccc(C2C3=C(Nc4[nH]n(-c5ccccc5)c(=O)c42)c2ccccc2C3=O)c1 (stereo unspecified)
 : 6%	-1	-7%	nt	-0.2	-10%	?	nt	-24%
- Cc1ccc(S(=O)(=O)c2nnn3c2nc(N2CCN(c4ccccn4)CC2)c2ccccc23)cc1
 : -1%	-1	12%	16	1.0	40%[activator]	-5%	7.7	-18%
- COc1ccc(-c2nc3sc(CCNC(=O)C(=O)Nc4ccc(OC)c(OC)c4)c(C)n3n2)cc1
 : -5%	10	6%[57.1 µM]	nt	-0.1	14%[57.1 µM]	-9%	0.8	14%
- Cc1ccc(C2CC(c3ccco3)n3ncnc3N2)cc1 (stereo unspecified)
 : 10%	-2	4%[57.1 µM]	3	-0.2	11%[57.1 µM]	-3%	0.9	-7%
- O=C(Nc1ccc(F)cc1F)NC1CC1
 : 13%	-8	-12%[57.1 µM]	-13	0.3	19%[57.1 µM]	2%	0.6	-5%
- Cc1ncc([N+](=O)[O-])n1CC(=O)Nc1ccc(Cl)cc1
 : -2%	0	4%	10	0.9	16%	-4%	0.2	-15%
- COc1ccc(Cl)cc1NC(=O)COC(=O)C1CCCCC1
 : -10%	5	-2%	8	-0.5	4%	7%	0.6	-5%
- CCOc1ccc(NS(=O)(=O)c2ccc(C(=O)NC3CCN(Cc4ccccc4)CC3)cc2)cc1
 : 3%	18	-9%	nt	0.2	-7%	-4%	nt	-23%
- CC(C)(C)NC(=O)N1CCN(c2nc3ccc(Cl)cc3s2)CC1
 : 0%	2	-3%	nt	0.8	10%	-5%	nt	-25%
- O=C(CN(Cc1ccccc1Cl)C(=O)c1csnn1)NCc1ccccc1
 : 0%	-3	-6%	-1	-0.5	7%	5%	-0.8	?

Structural class: the entries above with a cyano group.
Values run as follows: mIDH1 inhibitor	TRHR enhancer	TrxR1 substrate	D2 antagonist	TRHR ag	TrxR1 inh	Pin1 inhibitor	D2 agonist	USP1 inh
- Cc1cc(C(=O)Nc2sc3c(c2C#N)CCCC3)no1
 : 0%	-1	4%[57.1 µM]	-5	-0.2	-13%	2%	0.2	-12%
- N#C/C(=C\c1ccc(OCc2ccc(Cl)cc2)cc1)C(=O)Nc1cccc(C(=O)O)c1
 : 5%	5	-3%	nt	0.0	2%	?	nt	2%

Screens deposited in PubChem by National Center for Advancing Translational Sciences (NCATS).
